Source: PubChem
L3MBTL1 inh: qHTS Assay for the Inhibitors of L3MBTL1. Lethal(3)malignant brain tumor-like protein 1 (Homo sapiens), Q9Y468. actives 0.66% (n = 230,000). Potency, µM (doses to about 57.1 µM), for the others: at the highest dose activity, negative = inhibition, hits mostly inhibitors. AlphaScreen L3MBTL1–H3K9me1 peptide binding; also: nearly all actives have a fitted effect of over 60% in size
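L3MBTL1 50 nM + b-AHA-H3(1-15)K9me1 75 nM, 30 min RT; compound added, 30 min RT; streptavidin donor/Ni-chelate acceptor beads 10 ug/mL each final, 30 min RT dark; AlphaScreen read.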
RGS12 GoLoco inh: qHTS Assay for Inhibitors of RGS12 GoLoco Motif Activity (Red Fluorophore). Potency, µM (titrated, usually from 61.6 µM), for the others: at the highest dose activity, negative = inhibition, hits mostly inhibitors. Gai1:RGS12 GoLoco peptide FP, rhodamine, 10 min. AID 880, 2007. Guanine nucleotide-binding protein G(i) subunit alpha-1 (Homo sapiens), P63096. actives 0.44% (n = 230,000); active = well fitted inhibition curve with a large enough effect, not every such curve was filed as active; inactive = no such curve, though single readings can be large or run the other way; also: nearly all actives have a fitted effect of over 30% in size; many of its hits are not listed in these tables
Target sequence (P63096 whole entry, looked up): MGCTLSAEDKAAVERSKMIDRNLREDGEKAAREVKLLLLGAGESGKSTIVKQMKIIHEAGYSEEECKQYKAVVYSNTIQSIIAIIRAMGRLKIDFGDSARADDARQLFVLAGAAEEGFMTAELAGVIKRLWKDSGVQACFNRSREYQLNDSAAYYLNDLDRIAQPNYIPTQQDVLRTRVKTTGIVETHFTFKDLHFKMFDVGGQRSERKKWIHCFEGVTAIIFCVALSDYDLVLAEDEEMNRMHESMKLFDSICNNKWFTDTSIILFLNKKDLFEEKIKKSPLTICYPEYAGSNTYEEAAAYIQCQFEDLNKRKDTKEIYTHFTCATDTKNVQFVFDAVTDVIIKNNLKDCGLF
TRb SRC2 PPI: qHTS for Inhibitors of the Interaction of Thyroid Hormone Receptor and Steroid Receptor Coregulator 2. TRbeta-SRC2 peptide binding, fluorescence polarization; receptor liganded with 1 µM T3. actives 0.065% (n = 280,000). Potency, µM (top dose mostly 106 µM), without a hit: top-dose activity change, negative = inhibition, most hits filed as inhibitors;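 also: plate controls were bound peptide for no effect and peptide without receptor for full effect; nearly all actives have a fitted effect of over 50% in size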
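Binding of a 20-amino-acid Texas Red SRC2 peptide (20 nM) to TRb ligand-binding domain (0.6 uM) with agonist T3 at 1 uM was followed by fluorescence polarization after a 5 hr room-temperature incubation.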
TR SRC2 fluor cs: Total Fluorescence Counterscreen for Inhibitors of the Interaction of Thyroid Hormone Receptor and Steroid Receptor Coregulator 2; TRb/SRC2 Texas Red total fluorescence interference; Potency, µM (doses to about 106 µM), for the others: at the top dose fluorescence change, negative = quenching; actives 0.29% (n = 280,000); AID 1479, 2009; active = well fitted curve in either direction with a large enough effect; inconclusive = small, poorly fitted or top-dose-only effect
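Human TRb ligand-binding domain at 0.6 uM with 20 nM Texas Red SRC2 peptide in Tris buffer containing 1 uM T3 and 5% DMSO, incubated with compound 5 h at ambient temperature. Total fluorescence (555/632 nm) calculated as parallel + 2 × perpendicular.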
RECQ1 inh: qHTS Assay for Inhibitors of RecQ-Like Dna Helicase 1 (RECQ1) | actives 0.54% (n = 240,000) | RECQ1 DNA unwinding, red fluorescence kinetic read | Potency, µM (doses to about 57.3 µM), for the others: at the top dose activity, negative = inhibition, hits mostly inhibitors;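 also: plate controls were vehicle for no effect and no enzyme for full effect; nearly all actives have a fitted effect of over 30% in size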
Target sequence (P46063 whole entry, looked up): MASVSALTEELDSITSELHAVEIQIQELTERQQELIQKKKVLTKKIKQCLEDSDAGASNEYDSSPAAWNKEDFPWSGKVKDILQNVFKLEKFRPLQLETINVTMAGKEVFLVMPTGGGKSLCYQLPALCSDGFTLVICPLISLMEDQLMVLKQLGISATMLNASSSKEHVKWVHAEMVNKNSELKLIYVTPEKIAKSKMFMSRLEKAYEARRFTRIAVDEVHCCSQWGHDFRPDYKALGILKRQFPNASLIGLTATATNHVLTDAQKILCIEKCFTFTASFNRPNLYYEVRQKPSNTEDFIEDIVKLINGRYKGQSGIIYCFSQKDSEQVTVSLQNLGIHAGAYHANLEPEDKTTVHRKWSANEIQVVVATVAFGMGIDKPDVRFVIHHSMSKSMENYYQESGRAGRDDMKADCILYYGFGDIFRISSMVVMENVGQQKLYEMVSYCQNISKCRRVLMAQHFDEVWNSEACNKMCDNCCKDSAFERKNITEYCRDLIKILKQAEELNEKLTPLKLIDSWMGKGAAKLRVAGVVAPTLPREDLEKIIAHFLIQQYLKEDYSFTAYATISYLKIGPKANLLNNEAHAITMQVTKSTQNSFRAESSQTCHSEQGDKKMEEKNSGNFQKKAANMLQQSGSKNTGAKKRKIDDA
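50 nM RECQ1T1 preincubated 15 min with compound in Tris pH 8.0 buffer with MgCl2, DTT, Tween-20 and 2.5 ug/ml poly(dI-dC); started with 200 nM TAMRA/BHQ-2 forked duplex and 2 mM ATP. Unwinding read as fluorescence (525/598 nm), two reads 2 h apart.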
GAA glycogen: qHTS Assay for Inhibitors and Activators of Human alpha-Glucosidase Cleavage of Glycogen; Lysosomal alpha-glucosidase (Homo sapiens), P10253; recombinant GAA, glycogen substrate, Amplex Red glucose oxidase fluorescence; Potency, µM (series often up to 76.4 µM), inactives show at the top dose activity change, negative = inhibition, usual class: inhibitors; actives 0.38% (n = 300,000); AID 2100, 2009;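 also: 0% = full enzyme reaction and -100% = no-enzyme basal signal; the screen sought inhibitors and activators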
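qHTS, 1536-well; enzyme 4 nM final; cpd up to 77 uM; substrate bovine liver glycogen 30 ug; 50 mM citrate/phosphate pH 5.0, 0.01% Tween-20; 37 C, 40 min; Amplex Red detection 45 min RT; Hill fit → AC50.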
GAA inh: qHTS Assay for Inhibitors of Human alpha-Glucosidase as a Potential Chaperone Treatment of Pompe Disease. Potency, µM (series often up to 76.9 µM), for the others: at the top dose activity change, negative = inhibition, usual class: inhibitors. actives 0.005% (n = 200,000). Lysosomal alpha-glucosidase (Homo sapiens), P10253. purified human GAA, 4-MU-alpha-glucoside fluorescence. AID 1466, 2008;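 also: plate controls were uninhibited enzyme wells for no effect and no-enzyme background for full effect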
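Human enzyme at 4 nM with 400 uM 4-methylumbelliferyl-alpha-D-pyranoside, citrate/phosphate buffer pH 5.0, 0.005% Tween-20, 20 min at room temperature. Compounds up to 77 uM. 4-MU fluorescence (Ex 365/Em 440) read after NaOH/glycine stop; AC50 from Hill fit.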
aGlu spleen mod: qHTS Assay for Inhibitors and Activators of Human alpha-Glucosidase From Spleen Homogenate; actives 0.006% (n = 240,000); Potency, µM (highest dose often 79.9 µM), without a hit: at the highest dose activity change, negative = inhibition, most hits filed as inhibitors; AID 2112, 2009; human spleen homogenate, 4-MU-alpha-glucoside fluorescence;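 also: 0% = enzyme with vehicle and -100% = no enzyme basal signal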
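Enzyme source: human spleen homogenate, 1 ug/well. Buffer 50 mM citric acid/K phosphate pH 5.0, 0.01% Tween-20. 4-MU-alpha-glucoside 1 mM; 37 C x 40 min; NaOH/glycine stop; fluorescence.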
* hit, by the source's call; i = inactive; ? = inconclusive; nt = no result given; & = joins results of further samples; [ ] = remark or other dose. Unless noted, calls follow the shape of the dose curve; as a rule, active = well fitted curve in the direction sought with a large enough effect; inconclusive = small, poorly fitted or top-dose-only effect, or another doubt; inactive = no such curve, though single readings can be large; an effect the other way counts as inactive or inconclusive. Unless noted, % is scaled to controls: 0 for no effect and ±100 for the full control effect; potency is read from the fitted curve at half-maximal effect. Some of the compounds tested. The share of hits here may be higher or lower than overall.

SMILES	L3MBTL1 inh	RGS12 GoLoco inh	TRb SRC2 PPI	TR SRC2 fluor cs	RECQ1 inh	GAA glycogen	GAA inh	aGlu spleen mod
Cn1cc(C(CC(=O)O)C(=O)O)c2ccccc21 (centres undefined)	nt	1%	-7%	-1%	2%	-23%	-1%	-7%
CCn1c(CNc2ccc(Cl)cc2)nnc1SCC#N	-1%	7%	-4%	-2%	i	-14%	?	-4%
FC(F)C(F)(F)C1=CC(c2ccccc2)=NCCN1	3%	2%	-2%	-5%	-2%	8%	?	-4%
Cn1c(=O)c2[nH]c(SCc3ccccn3)nc2n(C)c1=S	41%[activator]	5%[14.2 µM]	3%	-6%	-12%	16%	-9%	5%
C/C(=N/NC(N)=S)c1cc2ccc(O)cc2oc1=O	6%	27%	-7%	-5%	1%	?	-5%[15.4 µM]	?
COc1ccc(C(=O)Cc2ccccc2)cc1OC	8%	5%	-11%	0%	-1%	1%	-7%	-13%
O=C1CCCN2N=C(SCC(=O)N3N=C(c4ccc(Br)cc4)CC3c3ccc(F)cc3)SC2=N1 (centres undefined)	-9%	5%	4%	-2%	1%	16%	-6%	-9%
O=c1cnnc(N/N=C/c2cccs2)[nH]1	nt	1%	1%	-2%	-9%	3%	nt	4%
C=CCOc1c(Br)cc(/C=N/NC(N)=O)cc1OC	-7%	-3%	6%	-5%	9%	4%	5%	0%
O=c1[nH]c2cc3c(cc2cc1CN(Cc1ccco1)C(=S)NCC1CCCO1)OCCO3 (centres undefined)	0%	0%	-1%	1%	20%	4%	?	-5%
O=C(CSc1nnc(CN2CCCCC2)n1-c1ccccc1)c1ccc2c(c1)OCO2	-7%	nt	-3%	-5%	-1%	-5%	-7%	-7%
O=C(NCCc1ccccc1)c1ccc(Cn2c(SCc3cccc(F)c3)nc3cccnc32)cc1	-5%	nt	5%	-25%	nt	3%[76.3 µM]	nt	nt
COc1ccc(C2Nc3ccccc3C(=O)N2c2ccccc2)cc1Cn1cc([N+](=O)[O-])cn1 (centres undefined)	6%	-5%	10%	3%	-3%	11%	0%	-4%
Cc1nc(/C=[N+](\[O-])C(C)(C)/C=N/O)n(O)c1C	nt	1%	-5%	-6%	-1%	2%	-13%	-3%
C#CCNC(=O)C1=C[C@@H](c2coc3ccccc3c2=O)C[C@@H](OCc2ccc(CO)cc2)O1	8%	4%	2%	-3%	-19%	-1%	nt	-1%
CN1CCN(c2cc(N3CCc4ccccc4C3)c(F)cc2[N+](=O)[O-])CC1	-15%	3%	-3%	-2%	-7%	6%	-4%	-8%
C/C(=C\c1ccccc1)CN1CCN(c2ccccc2)CC1	-11%	-14%	-5%	-6%	6%	1%	0%	-4%
COc1ccc(OC2C=CC(c3ccccc3)OC2CO)cc1 (centres undefined)	nt	nt	-5%[11.2 µM]	-1%[11.2 µM]	11%[11.5 µM]	nt	nt	0%[17.4 µM]
COc1ccc(-c2cc(C(=O)OCC(=O)c3cccc([N+](=O)[O-])c3)c3cc(C)ccc3n2)cc1	-2%	-2%	-1%	-3%	0%	-3%	6%	1%
COc1ccc(OC)c(/C=N/NC(=O)CSc2cc(C)nc3c(OC)cccc23)c1	17%	37%[activator]	5%	-5%	-8%	20%	5%	-2%
Cc1nn(C)cc1/C=N/NC(=O)Cn1nccc1C	-2%	2%	-6%	-6%	i	-2%	2%	-9%
CCC/C=C1/CCCOC(C(=O)NCc2ccccn2)(C(F)(F)F)C1 (centres undefined)	nt	nt	-9%	-2%	i	nt	nt	-1%
COc1ccc(C(=O)c2ccc(N(C)C)cc2)c2ccccc12	-13%	-3%	8%	1%	-10%	-6%	-2%	-7%
CC(O)CNCCCOc1cccc(C(F)(F)F)c1 (centres undefined)	4%	-9%	2%	2%	i	-6%	?	-2%
CN1CCN(C(=O)c2ccc(N3CCCC3=O)cc2)CC1	nt	-2%	-1%	-2%	-6%	1%	4%	-1%
More compounds
SMILES	L3MBTL1 inh	RGS12 GoLoco inh	TRb SRC2 PPI	TR SRC2 fluor cs	RECQ1 inh	GAA glycogen	GAA inh	aGlu spleen mod
CN(C)S(=O)(=O)c1cccc(NC(=O)CSc2nnnn2-c2ccccc2)c1	1%	-3%	6%	-1%	1%	1%	nt	5%
CCOC(=O)NC1(C(F)(F)F)NC(=O)N(C2CCCCC2)C1=O (centres undefined)	nt	2%	1%	-2%	i	8%	-7%	5%
COC(=O)c1cc(C(=O)OC)cc(-n2c(C)cc(C(=O)CC#N)c2C)c1	nt	48%[activator]	-12%	0%	i	7%	2%	-1%
COc1cc(/C=N/NC(=O)CCn2cnc(-c3ccccc3)c2-c2ccccc2)ccc1O	-4%	0%	-14%	-2%	-1%	?	0%	3%
CN1CCN(C(=S)NC(=O)c2ccc(-c3ccccc3)cc2)CC1	-10%	-1%	-1%	1%	i	-20%	7%	9%
COc1ccc(-n2c(=S)[nH]c3[nH]ncc3c2=O)cc1	5%	-4%	-1%	-1%	-14%	-4%	nt	0%
O=C(CCCn1c(=S)[nH]c2ccsc2c1=O)Nc1ccc2c(c1)OCCO2	-1%	-6%	0%	-3%	-3%	-2%	-3%	0%
C=CCn1cc(C(C)=O)c(=O)[nH]c1=O	-15%	6%	0%	-2%	-2%	2%	3%	4%
CC(C)(S)[C@H](N)C(=O)O	nt	-9%[14.2 µM]	3%	-2%	14%	nt	nt	-5%
Cn1ccc2cc(NC(=O)Nc3cccnc3)ccc21	nt	0%	-8%&2%	-6%&-7%	?	nt	nt	1%&-4%
O=C(COC(=O)c1ccc(Br)cc1)NCc1ccc(F)cc1	5%	1%	-2%	-1%	-2%	1%	-9%	2%
COc1c(O)cnn(-c2ccccc2)c1=O	7%	-2%	-5%	1%	-3%	3%	nt	-3%
O=C(O)C1CCC(=O)N(C2CCCCC2)C1c1ccccc1Cl (centres undefined)	3%	3%	-6%	-2%	0%	7%	6%	-14%
COc1ccc(CC2(CO)CCN(Cc3cccc(OC)c3OC)CC2)cc1	-7%	10%	-2%	-1%	i	1%	4%	-3%
CCOC(=O)C(O)C1CCc2c([nH]c3ccc(C)cc23)C1=O (centres undefined)	-22%	5%	-2%	-1%	-9%	4%	nt	-1%
O=c1cc(-c2ccccc2)nc2nc(SCc3ccccc3)[nH]n12	nt	8%	-3%	-5%	i	4%	-11%	-3%
Cc1cc2nc(SCCN3CCCC3)[nH]c2cc1C	-10%	-6%	-7%	3%	-4%	7%	0%	-2%
Cc1occc1C(=O)Nc1cccc(C(F)(F)F)c1	3%	5%	-8%	-3%	-6%	1%	-6%	-4%
O=C(c1ccc2snnc2c1)N1CCN(c2ccccc2)CC1	nt	1%	5%	-1%	i	-4%	-5%	-20%
COC(=O)Nc1ncc(CN2CCCCC2)s1	nt	0%	-2%	-2%	-9%	10%	-7%	5%
O=C1NCCN1C(=O)C12CC3CC(CC(C3)C1)C2	-5%	-33%	-5%	-3%	1%	0%	-1%	-8%
O=C(N/C(=C/c1ccccc1Cl)C(=O)N1CCCC1)c1ccccc1	nt	-12%	-8%	-2%	-17%	7%	1%	1%
COc1cccc([C@@H]2Oc3ccc(OC)cc3C(=O)[C@H]2OC(=O)NCCc2ccc(OC)c(OC)c2)c1	nt	-8%	4%	1%	-1%	nt	nt	-8%
O=C1CC(N2CCOCC2)C(=O)N1c1ccccc1Cl (centres undefined)	-16%	2%	-7%	0%	i	3%	-2%	-6%
CCOC(=O)c1c(C)[nH]c(C)c1C(=O)COC(=O)/C=C/c1cccc(C(F)(F)F)c1	-6%	6%	7%	-2%	i	0%	-12%	-11%
Next part.
SMILES	L3MBTL1 inh	RGS12 GoLoco inh	TRb SRC2 PPI	TR SRC2 fluor cs	RECQ1 inh	GAA glycogen	GAA inh	aGlu spleen mod
CCOC(=O)NN1C(=O)c2ccccc2NC1(C)C	nt	21%	-3%	-1%	-7%	8%	?	11%
CSC1=NCCN1S(=O)(=O)c1ccc(C)cc1	nt	4%	-8%	0%	-9%	2%	-7%	4%
Cc1nn(C)c2c(=O)c(=O)c2n(C)[nH]1	nt	5%	-1%	2%	10%	8%	nt	1%
CCCC1CC(C)(C(=O)CSc2n[nH]c(-c3ccccc3)n2)OC1=O (centres undefined)	nt	-2%	-6%	-8%	-4%	-7%	-8%	-19%
O=C1NC(c2cccc([N+](=O)[O-])c2)=CCN1c1ccccc1O	-13%	6%&1%&4%	4%&4%&0%	-1%&-3%&-1%	-3%&0%&0%	-9%	nt	3%&-7%&2%
CCOC(=O)c1ccc(NC(=O)C2C3C=CC(C3)C2C(=O)O)cc1 (centres undefined)	-3%	6%	-1%	-2%	-13%	8%	-3%	-7%
O=C(CSc1nc2ccccc2c(=O)[nH]1)c1ccc(O)c(O)c1	-5%[11.4 µM]	-6%	4%	-7%	8.9µM*	?	1%	?
CC1=C(C(=O)Nc2ccccc2)C(c2ccccn2)n2ncnc2N1 (centres undefined)	nt	5%	-8%	-3%	i	1%	3%	1%

Looked up by structure from above:
SMILES	L3MBTL1 inh	RGS12 GoLoco inh	TRb SRC2 PPI	TR SRC2 fluor cs	RECQ1 inh	GAA glycogen	GAA inh	aGlu spleen mod
O=C1NC(c2cccc([N+](=O)[O-])c2)=CCN1c1ccccc1O	-13%	6%&1%&4%	4%&4%&0%	-1%&-3%&-1%	-3%&0%&0%	-9%	nt	3%&-7%&2%
CCOC(=O)NN1C(=O)c2ccccc2NC1(C)C	nt	21%	-3%	-1%	-7%	8%	?	11%
Cc1nn(C)c2c(=O)c(=O)c2n(C)[nH]1	nt	5%	-1%	2%	10%	8%	nt	1%
